Compound activity (PubChem BioAssay)
B2AR arrestin = beta2AR (human) beta-arrestin recruitment activity. P07550. beta-arrestin recruitment to beta2AR, cell-based reporter. Potency, µM (top dose mostly 46.1 µM), for inactives: at the highest dose activation, most hits filed as activators. hit rate 0.02% among 330,000. AID 492947;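 also: potency is read from the fitted curve at half-maximal effect; 0% = DMSO controls and full agonism = EC100 isoproterenol or metaproterenol; nearly all actives have a fitted effect of over 65% in size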
Target sequence (P07550 whole entry, looked up): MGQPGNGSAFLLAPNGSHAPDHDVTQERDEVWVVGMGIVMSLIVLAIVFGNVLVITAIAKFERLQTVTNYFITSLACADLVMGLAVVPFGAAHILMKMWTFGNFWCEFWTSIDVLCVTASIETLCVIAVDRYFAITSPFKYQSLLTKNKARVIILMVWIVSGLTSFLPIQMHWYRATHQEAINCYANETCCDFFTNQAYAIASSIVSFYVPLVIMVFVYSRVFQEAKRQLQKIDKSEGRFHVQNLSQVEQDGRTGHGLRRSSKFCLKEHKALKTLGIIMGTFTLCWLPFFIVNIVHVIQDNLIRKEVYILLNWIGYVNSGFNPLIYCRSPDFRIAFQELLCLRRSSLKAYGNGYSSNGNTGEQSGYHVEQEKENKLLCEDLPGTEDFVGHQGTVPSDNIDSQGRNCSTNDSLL
Eya2 inh = blocks the phosphatase activity of human Eya2; Potency, µM (series often up to 76.9 µM), for the others: top-dose activity, negative = inhibition, most hits filed as inhibitors; O00167; hit rate 0.006% among 330,000; recombinant Eya2, OMFP fluorescence dephosphorylation (OMFP is methylfluorescein phosphate); AID 488837; also: potency is read from the fitted curve at half-maximal effect
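Eya2 (0.2 uM) preincubated 10 min at ambient with compound, then OMFP substrate added at 50 uM; 10 min reaction in 50 mM HEPES pH 7.5, 50 mM NaCl, 5 uM MgCl2, 0.05% BSA, 1 mM DTT. Fluorescence read at Ex 485/Em 525 nm.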
USP2a block = USP2a (human) protease inhibition. O75604. hit rate 0.01% among 330,000. Potency, µM (titrated, usually from 38.3 µM), for the others: at the top dose activity change, negative = inhibition, actives largely listed as inhibitors. USP2 core, Ub-CHOP2 coupled fluorogenic reporter, 485/531;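 also: potency is read from the fitted curve at half-maximal effect; plate controls were DMSO wells for no effect and full inhibition by NEM control for full effect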
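USP2 core (10nM final) preincubated 30min RT with compound in 20mM Tris-HCl pH 8.0, 2mM CaCl2, 2mM beta-mercaptoethanol, 0.05% CHAPS; 25nM Ub-CHOP2 plus 25nM reporter substrate added, fluorescence (Ex485/Em531) read after 60min.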
uPA generation = blocks generation of uPA at the cell surface; cell surface uPA generation assay, qHTS; Potency, µM (titrated, usually from 38.3 µM), inactives show at the top dose activity change, negative = inhibition, usual class: inhibitors; hit rate 0.31% among 330,000; AID 540303; active = well fitted inhibition curve with a large enough effect; inconclusive = small, poorly fitted or top-dose-only effect; inactive = no such curve, though single readings can be large or run the other way; tested in mouse RAW 264.7 cells; also: potency is read from the fitted curve at half-maximal effect; nearly all actives have a fitted effect of over 55% in size
KCNH2 WT inh = inhibitors of human wildtype KCNH2 potassium channel | Q12809 | U2OS, BacMam KCNH2, thallium flux FluxOr; active compounds read low | activity change, % at 1.84 µM | hit rate 0.37% among 340,000 | AID 720551;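 active = maximum activity change below -70%; inconclusive = maximum activity change between -70% and -50%; inactive = maximum activity change above -50%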
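U2OS cells were transduced with wild-type KCNH2 virus (2.03 x 10^8 / mL) for 4 h at room temperature, then cultured overnight at 37 C. Thallium flux was read with FluxOr dye. Rate constants were normalized to DMSO controls.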
GALK inhibitor = blocks human galactokinase activity; Purified GALK, Kinase-Glo residual ATP luminescence; hit rate 0.007% among 270,000; P51570; Potency, µM (titrated, usually from 57.5 µM), inactives show at the highest dose activity change, negative = inhibition, usual class: inhibitors; also: potency is read from the fitted curve at half-maximal effect
Target sequence (P51570 whole entry, looked up): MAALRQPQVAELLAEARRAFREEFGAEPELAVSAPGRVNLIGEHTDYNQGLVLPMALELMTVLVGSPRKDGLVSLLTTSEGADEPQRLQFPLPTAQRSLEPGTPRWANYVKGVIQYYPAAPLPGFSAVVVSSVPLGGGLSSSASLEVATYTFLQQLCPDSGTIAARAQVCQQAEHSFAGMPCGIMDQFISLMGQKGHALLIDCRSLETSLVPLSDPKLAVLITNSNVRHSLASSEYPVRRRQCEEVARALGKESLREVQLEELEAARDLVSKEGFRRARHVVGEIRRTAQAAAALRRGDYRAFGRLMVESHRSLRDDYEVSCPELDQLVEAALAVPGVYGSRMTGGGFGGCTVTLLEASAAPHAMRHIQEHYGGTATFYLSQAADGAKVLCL
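5 nM enzyme, 35 uM ATP, 100 uM galactose, 20 mM HEPES pH8.0, 5 mM MgCl2; 1 h RT; residual ATP by Kinase-Glo Plus luminescence, qHTS format.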
Coupling enz = coupling enzyme interference in Giardia aldolase counter-screen; activity change, negative = inhibition, % at 58.2 µM, hits read low; AID 2472; coupling enzyme system counterscreen, AmpLite Red fluorescence; hit rate 0.67% among 290,000; in the data active = activity change below about -30%
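Counterscreen lacking aldolase: glyceraldehyde-3-phosphate coupling-enzyme reagent preincubated 10 min at RT with compound (at 57.5 uM final), then substrate/coupling system with AmpLite Red added; fluorescence read at 525/598 nm after 20 min RT.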
BCR signal inh = chronic active BCR signaling inhibition | ABC-DLBCL IkBa-CBG/CBR reporter, luminescence ratio, 4 h | Potency, µM (doses to about 46.1 µM), inactives show at the highest dose ratio change, negative = lower green/red ratio, most hits filed as inhibitors | hit rate 0.05% among 340,000 | AID 493014; active = well fitted inhibition curve with a large enough effect in the signal ratio, with a control signal flat, not every such curve was filed as active; inconclusive = small, poorly fitted or top-dose-only effect, or effect the other way, or a change in a side signal; the % refers to the signal ratio;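 also: potency is read from the fitted curve at half-maximal effect; plate controls were basal doxycycline-induced cells for no effect and cells given 10 µM MG132 for full effect; MG132 reads +100%, hits lower the ratio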
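Concentration-response series (up to 46 uM) were applied to TMD8 dual-reporter cells for 4 h at 37C with doxycycline. Green/red ratio, after filter-overlap correction, defined %Activity; red signal alone was normalised to basal cells and zero luminescence.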
PKM2 act = PKM2 (human) enzyme activation. P14618. purified PKM2, Kinase-Glo ATP luminescence, activation; response scale: 0% is enzyme alone, no compound. Potency, µM (doses to about 57.5 µM), without a hit: at the highest dose activation, usual class: activators. hit rate 0.34% among 260,000; also: potency is read from the fitted curve at half-maximal effect; nearly all actives have a fitted effect of over 55% in size
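Purified hPK-M2 (>95%) run at intermediate activity with 0.1 mM ADP and 0.5 mM PEP in 50 mM imidazole pH 7.2, KCl, MgCl2; 1 h room temperature. ATP formed read by Kinase-Glo luminescence; normalized to uninhibited and no-enzyme controls.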
KCNH2 3.1 inh = KCNH2 3.1 (human) potassium channel inhibition | hit rate 0.95% among 340,000 | AID 720553 | U2OS KCNH2 3.1, thallium flux FluxOr; active compounds read low | activity change, % (tested at about 1.8 µM);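 active = maximum activity change below -70%; inconclusive = maximum activity change from -70% to -50%; inactive = maximum activity change above -50%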;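 also: thallium influx rate constant from kinetic fluorescence after stimulation buffer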
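Channel expression came from 3.1 mutant virus (1.77 x 10^8 /mL) applied to suspended U2OS cells for 4 h. Flux was tracked with FluxOr dye plus Red40 quencher, and kinetic rate constants normalized to controls.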
Giardia killer = kills Giardia lamblia | Giardia lamblia trophozoite viability | activity change, % at 7.66 µM, hits read low | hit rate 0.15% among 340,000 | AID 540267; in the data active = activity change below about -80%; inconclusive = between about -30% and that limit;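 also: parasites exposed to compound for two days anaerobically before the ATP read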
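Trophozoite viability was measured as ATP-dependent luminescence, read 15-30 min after reagent addition. Before that, parasites at 100 cells/well were exposed to compounds for 48 h, anaerobically, at 37 deg C.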
Numbers without * were called inactive; i = inactive; ? = inconclusive; . = not tested or not shown; [ ] = remark or other dose. Unless noted, calls follow the shape of the dose curve; as a rule, active = well fitted curve in the direction sought with a large enough effect; inconclusive = small, poorly fitted or top-dose-only effect, or another doubt; inactive = no such curve, though single readings can be large; an effect the other way counts as inactive or inconclusive. Unless noted, % is scaled to controls: 0 for no effect and ±100 for the full control effect.

SMILES | B2AR arrestin | Eya2 inh | USP2a block | uPA generation | KCNH2 WT inh | GALK inhibitor | Coupling enz | BCR signal inh | PKM2 act | KCNH2 3.1 inh | Giardia killer
COC(=O)[C@@H](NC(=O)NC1CCCc2ccccc21)C(C)C (some centres not stated) | -0.5% | 8% | -1% | . | 33 | -1% | 1 | 1% | 1% | 21 | 17
CC(C)(C)OC(=O)C[C@H]1C/C=C\C[C@@H](CC(=O)N(CCO)Cc2ccccc2)C(=O)NC[C@H](c2ccccc2)OC1=O | 0.0% | 3% | 5% | 11% | . | . | . | -2% | . | . | 12
CCOC(=O)C(=CN(CCc1ccccc1)CC(=O)OC)C(=O)OCC | -2.0% | 5% | 3% | 6% | 3 | . | -1 | ? | 1% | 5 | -22
COC(=O)c1c(NC(=O)CN2CCN(C(=O)c3ccco3)CC2)c2c(C)cccc2n1C | -0.1% | -14% | 0% | 3% | -6 | -5% | -6 | -4% | ? | 2 | 2
C[C@]1(C(=O)O)Cc2oncc2C[C@@H]1C(=O)O | -0.4% | 6% | -1% | 6% | -3 | -2% | 5 | 0% | -4% | 8 | -5
Cc1ccc(NC(=O)NNC(=O)c2sccc2-n2cccc2)cc1 | -0.3% | 9% | 1% | -3% | 3 | 7% | 0 | 0% | -15% | 5 | 8
COc1cccc(/C=N/NC(=O)c2csc(-n3nc(C)cc3C(F)(F)F)n2)c1 | 0.4% | 11% | -1% | . | 3 | 1% | 2 | -1% | 2% | 11 | 15
O=C1NC(=O)C2(COC(c3cccnc3)OC2)S1 (configuration not stated) | -0.5% | 3% | 1% | -17% | -3 | 1% | 6 | 1% | -8% | -4 | 4
COCCCNc1ncnc2sc3c(c12)CCC(C)C3 (configuration not stated) | -0.9% | -13% | 4% | -4% | 0 | -1% | 0 | 20% | -4% | -4 | 22
Cc1csc2c(N3CCN(C(=S)Nc4ccc(F)cc4F)CC3)ncnc12 | -0.6% | ? | 0% | 0% | -1 | . | -2 | -1% | -2% | 11 | 15
O=C1C=C(c2ccc3c(c2)OCCO3)C[C@@H](c2ccc(F)cc2)C1 | -0.2% | -14% | -8% | 9% | -3 | . | . | 2% | . | -29 | -18
CCN(Cc1ccncc1)Cc1nc(-c2ccc(C(=O)OC)cc2)no1 | 0.0% | 0% | -1% | 0% | 0 | 2% | 6 | 19% | -9% | 3 | 6
CCCN1C(=O)c2cc(C(=O)NCc3cccs3)ccc2C1O (configuration not stated) | 0.0% | 4% | 3% | . | . | 1% | 3 | 4% | 17% | . | .
COc1cccc(NC(=O)N2CCCC2C(=O)Nc2cc(C)ccc2OC)c1 (configuration not stated) | -0.1% | -2% | 0% | 4% | -9 | 17% | 0 | -1% | -1% | -5 | -1
Cc1cccc(C)c1NC(=O)COc1ccc2c(C)c(Cc3ccccc3)c(=O)oc2c1C | 0.3% | -11% | 4% | 23% | 4 | . | 0 | 0% | 1% | -10 | 4
CNC(=S)NNC(=O)c1cccs1 | -0.6% | -3% | 0% | 0% | 2 | -2% | -1 | 0% | -5% | 2 | 8
COc1ccc(NS(=O)(=O)c2cc(C(=O)Nc3ccccc3C(=O)O)ccc2C)cc1 | -1.1% | 5% | 3% | 1% | -17 | 3% | 5 | 0% | 0%[11.5 µM] | 0 | 22
COc1ccc2c(c1)c(-c1csc(N)n1)c(C)n2C | -0.4% | 4% | -2% | -8% | 3 | 5% | 0 | -14% | 21% | -6 | -7
CCOC(=O)C1CCCN(CCC(=O)Nc2cc(C)ccc2C)C1 (configuration not stated) | 0.0% | -17% | 4% | 3% | 12 | 0% | 2 | 3% | 4% | -6 | -15
O=C(Nc1cccnc1)c1cnn2cccnc12 | 2.7% | 15% | 2% | -24% | -6 | 0% | 0 | ? | -3% | -6 | -1

Some of these compounds in order of their number in B2AR arrestin, low to high:
molecule,B2AR arrestin,Eya2 inh,USP2a block,uPA generation,GALK inhibitor
COCCCNc1ncnc2sc3c(c12)CCC(C)C3 (configuration not stated),-0.9%,-13%,4%,-4%,-1%
COc1ccc2c(c1)c(-c1csc(N)n1)c(C)n2C,-0.4%,4%,-2%,-8%,5%
CCCN1C(=O)c2cc(C(=O)NCc3cccs3)ccc2C1O (configuration not stated),0.0%,4%,3%,.,1%

The list goes on.
SMILES | B2AR arrestin | Eya2 inh | USP2a block | uPA generation | KCNH2 WT inh | GALK inhibitor | Coupling enz | BCR signal inh | PKM2 act | KCNH2 3.1 inh | Giardia killer
Cc1cc(C)n2nc(C(=O)OCC(=O)c3ccccc3Cl)nc2n1 | 0.1% | 14% | -1% | -1% | 4 | . | . | 0% | . | -8 | -1
O=P(COCCOCCOCP(=O)(c1ccccc1)c1ccccc1)(c1ccccc1)c1ccccc1 | 0.2% | -4% | 1% | 3% | i | 9% | 2 | -8% | -4% | 10 | -15
O=C(Nc1ccccc1Cl)Nc1ccnn1C1CCN(C(=O)CCN2CCCO2)CC1 | 0.0% | -2% | -1% | -5% | -4 | -3% | 5 | 2% | . | 0 | -11
O=C(c1ccc2c(c1)OCCO2)N1CCN(S(=O)(=O)c2c(F)cccc2F)CC1 | -0.2% | 1% | 1% | 19% | . | . | . | 0% | . | . | -11
Cn1c(SCc2ccccc2Cl)nc2c1c(=O)[nH]c(=O)n2C | -0.5% | -22% | -1% | -7% | -5 | 7% | 3 | -1% | 8% | -28 | ?
COc1ccccc1C(C)NC(=O)c1ccc(C)o1 (configuration not stated) | 0.6% | -16% | -1% | -19% | -3 | -2% | 0 | ? | 0% | 9 | -22
CCN1CCN(c2ccc(Nc3ccnc4ccccc34)cc2)CC1 | -0.4% | -9% | 5% | ? | -3 | . | . | ? | . | 35 | 8
CN(C(=O)CN1C(=O)NC2(CCc3ccccc32)C1=O)C1CCCCC1 (configuration not stated) | -0.1% | 4% | 2% | 1% | -1 | . | . | -1% | . | -2 | -7
N/N=C(\Cc1cscn1)c1ccc(O)cc1O | -0.3% | 6% | 1% | 0% | -5 | 7% | -1 | -11% | 4% | 21 | 10
CC(C)=C1C2CC2C2C(C(=O)O)C12 (configuration not stated) | -0.3% | -1% | -1% | 0% | -11 | 1% | 5 | 4% | 1% | -4 | 4
COc1ccc(NC(=S)NC2CC3CCC2C3)c(OC)c1 (configuration not stated) | 0.3% | -12% | 0% | -8% | -3 | 2% | -1 | -10% | . | 1 | -24
Cc1nn(Cc2ccc([N+](=O)[O-])cc2)c(=O)n1-c1cccc(Cl)c1 | -0.3% | 3% | 0% | 0% | 7 | 3% | 5 | -9% | -4% | -21 | 6
CC(CCc1ccco1)NC(=O)Cn1ncc2c(=O)oc3ccccc3c21 (configuration not stated) | -0.5% | -15% | 1% | 6% | -1 | -4% | -1 | -1% | 5% | 5 | -17
O=C1CC(N(CCc2ccccc2)C(=S)Nc2ccccc2)C(=O)N1c1ccc(F)cc1 (configuration not stated) | 5.4% | 2% | 3% | ? | -2 | -2% | -3 | ? | 3% | -80* | 24
O=C(CCN1C(=O)C2CC=CCC2C1=O)OCC(=O)c1ccc(F)cc1 (configuration not stated) | 0.2% | -27% | 2% | -5% | 8 | . | . | 2% | . | 12 | 11
Cc1ccc(S(=O)(=O)N2CCC(C(=O)NCCN3CCCCCC3)CC2)cc1 | -0.3% | -37% | -2% | . | 18 | 2% | -1 | 14% | -8% | -6 | -2
CC(C)(C)c1csc(CS(=O)(=O)c2ccccn2)n1 | 0.1% | -2% | -1% | -8% | -5 | . | -4 | ? | 9% | -10 | 15
COc1ccc(-c2cc(C(=O)Nc3ccc(S(=O)(=O)Nc4onc(C)c4C)cc3)c3ccccc3n2)cc1 | -0.5% | -11% | -1% | -20% | 21 | 0% | 3 | 1% | 4% | 22 | -12
CCNC(=O)COC(=O)CNC(=O)c1cc(Cl)cc([N+](=O)[O-])c1 | -0.5% | -21% | 5% | -11% | -7 | 1% | -16 | 1% | -16% | 7 | -3
COCCNC(=S)N1CCC(NC(=O)C23CC4CC(CC(C4)C2)C3)CC1 | 0.1% | -6% | 2% | -2% | 2 | -2% | -2 | 3% | -1% | -6 | -1
CC(/C=N/NC(=O)C(O)c1ccccc1)=C\c1ccccc1 (configuration not stated) | -0.6% | -8% | 1% | -18% | -13 | -2% | -2 | 4% | 3% | -169* | 5
COc1ccc(NC(=O)CSc2ccc3nnc(CCNC(=O)c4ccccc4)n3n2)cc1 | 0.0% | 4% | 1% | -16% | -2 | -7% | 2 | 0% | -1% | 14 | 30
Cc1ccc(S(=O)(=O)N/N=C/c2c[nH]c3ccccc23)cc1 | -0.4% | 9% | -6% | ? | -9 | 12% | 1 | ? | 2% | 0 | -10
CCOc1ccc(CCNC(=O)CS(=O)Cc2nc(-c3ccc(OC)cc3)oc2C)cc1OCC (configuration not stated) | -0.1% | -12% | 1% | -17% | -13 | -1% | 1 | 1% | -4%[0.46 µM] | -3 | 20
Cc1ccc(O)c(N=Cc2cccs2)c1 | -1.0% | -6% | 2% | 5% | -5 | 1% | -13 | -9% | 0% | . | -9
